Source: PubChem
KDM5B inhibitor: inhibitors of human KDM5B histone demethylase; Q9UGL1; KDM5B demethylase, FDH-coupled NADH fluorescence (FDH is formaldehyde dehydrogenase); Potency, µM (titrated, usually from 57.7 µM), without a hit: top-dose activity change, negative = inhibition, actives largely listed as inhibitors; AID 1347165; 2.6% of 220,000 active; active = well fitted inhibition curve with a large enough effect; inconclusive = small, poorly fitted or top-dose-only effect; inactive = no such curve, though single readings can be large or run the other way; note: 0% is about no effect; nearly all actives have a fitted effect of over 70% in size
Target sequence (Q9UGL1 whole entry, looked up): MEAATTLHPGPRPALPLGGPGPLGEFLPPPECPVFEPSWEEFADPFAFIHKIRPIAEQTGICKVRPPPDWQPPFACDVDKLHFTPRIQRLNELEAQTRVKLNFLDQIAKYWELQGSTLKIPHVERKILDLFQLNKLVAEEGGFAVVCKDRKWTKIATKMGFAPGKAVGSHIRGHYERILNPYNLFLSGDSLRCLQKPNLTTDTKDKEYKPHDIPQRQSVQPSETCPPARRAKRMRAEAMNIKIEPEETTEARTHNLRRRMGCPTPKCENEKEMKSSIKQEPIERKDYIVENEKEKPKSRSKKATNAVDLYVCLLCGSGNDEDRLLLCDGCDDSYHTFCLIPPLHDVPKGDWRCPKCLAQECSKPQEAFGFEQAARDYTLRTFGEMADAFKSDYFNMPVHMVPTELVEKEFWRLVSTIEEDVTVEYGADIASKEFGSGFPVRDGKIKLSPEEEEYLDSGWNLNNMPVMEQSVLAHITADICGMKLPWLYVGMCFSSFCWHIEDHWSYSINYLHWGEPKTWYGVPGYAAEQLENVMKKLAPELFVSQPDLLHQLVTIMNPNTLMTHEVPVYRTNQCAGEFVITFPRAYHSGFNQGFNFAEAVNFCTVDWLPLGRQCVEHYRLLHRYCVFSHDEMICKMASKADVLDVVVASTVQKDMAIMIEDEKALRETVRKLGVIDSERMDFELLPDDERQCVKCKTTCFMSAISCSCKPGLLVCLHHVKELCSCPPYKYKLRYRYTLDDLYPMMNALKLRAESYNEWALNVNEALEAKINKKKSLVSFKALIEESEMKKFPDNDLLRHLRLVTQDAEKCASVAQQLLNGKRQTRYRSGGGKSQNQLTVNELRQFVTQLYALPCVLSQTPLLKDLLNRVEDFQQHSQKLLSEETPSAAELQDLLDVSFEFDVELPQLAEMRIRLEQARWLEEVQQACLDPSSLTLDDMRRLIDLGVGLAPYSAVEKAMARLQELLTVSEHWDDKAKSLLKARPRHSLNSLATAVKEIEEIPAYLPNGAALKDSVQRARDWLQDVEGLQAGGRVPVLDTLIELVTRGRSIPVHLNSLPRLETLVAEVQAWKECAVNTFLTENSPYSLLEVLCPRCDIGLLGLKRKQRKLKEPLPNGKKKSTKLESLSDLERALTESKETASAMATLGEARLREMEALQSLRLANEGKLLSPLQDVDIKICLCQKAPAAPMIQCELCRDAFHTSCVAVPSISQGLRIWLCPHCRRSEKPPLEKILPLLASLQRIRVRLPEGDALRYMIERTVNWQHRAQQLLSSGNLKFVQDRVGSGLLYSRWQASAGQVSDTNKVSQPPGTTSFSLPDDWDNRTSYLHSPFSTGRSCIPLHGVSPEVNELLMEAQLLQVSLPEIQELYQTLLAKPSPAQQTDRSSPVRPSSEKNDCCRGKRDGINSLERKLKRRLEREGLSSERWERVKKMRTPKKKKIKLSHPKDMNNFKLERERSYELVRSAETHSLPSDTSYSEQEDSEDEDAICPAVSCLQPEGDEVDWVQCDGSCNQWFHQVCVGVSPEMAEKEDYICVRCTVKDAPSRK
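Measured: NADH fluorescence change, 30 min, RT. System: KDM5BΔAP 200 nM final, H3K4me3 peptide, α-KG, Fe(II), ascorbate, NAD⁺ plus FDH, pH 7.5 HEPES. Compounds: titrated, 10 min pre-incubation with enzyme.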
* = called active by the depositor; ? = inconclusive; [ ] = dose if it differs, or a comment. Potency is the fitted concentration of half-maximal effect. This is a subset (hit frequency here may not be typical).

KDM5B inhibitor	SMILES
2%	CC1(C)N=C(c2ccccc2)C(=O)N1CC(=O)NC1CCCCC1
-20%	CCc1cc(=O)n(CC(=O)N2CCN(c3ccccc3F)CC2)c(N2CCOCC2)n1
-5%	CCc1nc2ccc(C(=O)NCCCN(CC)CC)cc2nc1CC
-11%	COc1ccc(S(=O)(=O)Nc2nc3ccccc3nc2Nc2cccc(C)c2)cc1
-5%[149 µM]	c1ccc(CN2CC(N3CCc4ccccc43)C2)cc1
?	O=C(NCCc1cccnc1)c1ccc(-c2nnc3ccc(NC(=O)C4CCC4)cn23)cc1
6%	COCCC(=O)N1C[C@H]2OC(=O)N(CCc3ccc(OC)cc3)[C@H]2C1
10%	O=C(c1ccc(F)cc1)N1CCC2(CC1)CC(c1cccc(C(F)(F)F)c1)=NO2
-16%	CCOc1ccc(-c2[nH]ncc2-c2ccccc2)c(O)c1
17%	COC(=O)c1cccc(OC(=O)c2ccccc2Cl)c1
?	CCCOC(=O)CSc1nnc2ccc3ccccc3n12
3%	CN(C)C(=O)CNS(=O)(=O)c1cc(F)ccc1F
-20%	Cc1ccc2[nH]c3c(=S)nc[nH]c3c2c1
7%[86.2 µM]	CC1=C[C@@H](CNC(=O)CN(C)C)[C@H](C(C)C)C[C@H]1Cc1nc2ccccc2[nH]1
34%	CC(=O)Nc1cccc(NC(=O)CS(=O)(=O)c2cn(CC(=O)N3CCOCC3)c3ccccc23)c1
7%	CCOC(=O)Cc1cc(=O)n2[nH]c(NCc3cccc(C)c3)nc2n1
3%	CC(O)CNC(=O)C(=O)Nc1sc2c(c1C#N)CC(C)(C)OC2 (stereo not drawn)
-25%	O=C(O)C(Cc1cccs1)c1ccccc1 (stereo not drawn)
-1%	COc1cc(C(O)c2nc3ccccc3n2C(C)C)cc(OC)c1OC (stereo not drawn)
1%	Cc1nc2nc(SCC(=O)NCCCN3CCCCC3)nn2c(C)c1Cc1ccccc1
?	Cc1ccccc1-c1nc(C#N)c(NCCN(C)C)o1
?	N#Cc1nc(-c2ccccc2F)oc1NC1CCCCC1
?	N#CCn1nc2n(c1=O)CCN(C(=O)c1cccc3[nH]ccc13)CC2
-28%	Cc1cc(C)cc(NC(=O)C(NS(=O)(=O)c2cccc3nsnc23)c2ccccc2)c1 (stereo not drawn)
?	CC(C)CCNC(=O)c1c2c(nc3ccccc13)C(=O)N(C1CCCCC1)C2

New compounds follow.
KDM5B inhibitor	SMILES
-9%	COCCN1CCC(N2CCN(S(=O)(=O)c3cccc(Cl)c3)CC2)C1=O (stereo not drawn)
?	O=C(c1ccccc1F)N1CCn2c(nn(-c3ccc(C(F)(F)F)cc3)c2=O)C1
-14%[86.2 µM]	COCC(=O)N[C@H]1CCN2C(=O)c3cc(Br)ccc3NC(=O)[C@@H]2C1
-9%[86.2 µM]	Cc1cccc([S+](=O)([O-])N2CCC3(CC2)OCCN(C)C3=O)c1
-11%	Cc1ccccc1CSc1nc2nc[nH]c2c(=O)[nH]1
1%	CN(C)S(=O)(=O)N1CCOCCNC(=O)[C@@H]2CCC[C@@H]21
-5%	O=C(/C=C/c1ccc(-c2cc(Cl)ccc2Cl)o1)c1ccc(F)cc1
-27%[86.2 µM]	c1cc(CN2CCn3c(nnc3C3CCCNC3)C2)cs1 (stereo not drawn)
-5%	COCCNC(=O)c1ccc(-c2nc(CS(=O)c3ccc(C)cc3)c(C)o2)cc1 (stereo not drawn)
-26%	NC(=S)N/N=C/c1ccc([N+](=O)[O-])s1
0%	Cc1ccc(N2C(=O)CC(c3cccs3)C3=C2CCCC3=O)cc1 (stereo not drawn)
-7%	CN1C(=O)CCC2(CNC(=O)c3ccoc3)CCCC=C12 (stereo not drawn)
?	COc1ccc(NC(=O)N2c3ccc(OC)cc3C(C)=CC2(C)C)cc1
22%	Cc1ccc(CCNC(=O)c2nnn3c2COC(c2ccc(F)cc2)C3)cc1 (stereo not drawn)
-26%[86.2 µM]	OCc1cccc(-c2ccc3ncc(Nc4cccc(C(F)(F)F)c4)n3n2)c1
-4%	Cc1cc(Br)c(OCC(=O)NN)c2c1CCC2
-3%	CCONC(=O)CNC(=O)c1ccccc1
12%	Cc1ccc2c(=O)cc(C(=O)Nc3cccc(Cl)c3)oc2c1
-3%	O=C(O)C[C@@H]1CCN(C(=O)NC2CCCCC2)C[C@@H]1CCN1CCN(c2ccc(F)cc2)CC1
-20%	CCn1cnnc1CC1CCN(C(=O)C2CCCC2)C1 (stereo not drawn)
?	CN(C)c1ccc(C(=O)N2CC[C@H]3NC(=O)N(c4ccc(Oc5ccccc5)cc4)C(=O)[C@H]32)cc1
25µM*	O=C(N[C@H]1CCN2C(=O)c3cc(-c4ccc(Cl)cc4)ccc3NC(=O)[C@H]12)C1CCCC1
35%[activator][86.2 µM]	Cc1ncc2n1C(=O)N(C1CCN(CC3CC3)CC1)C2
-9%	Cc1cc(C(=O)NCCc2ccccn2)c(C)s1
-13%	Cc1noc([C@@H]2CN(S(=O)(=O)c3cccnc3)C[C@H]2C(N)=O)n1

Later entries:
KDM5B inhibitor	SMILES
?	COc1ccc(CCNc2nc(-c3cc(OC)c(OC)c(OC)c3)cs2)cc1OC
?	Cc1c(C)n(Cc2ccccc2)c2ccc(C(=O)NCc3ccco3)cc12
-1%	Cn1cc(C(=O)N2CCCC(Cc3noc(-c4ccncc4)n3)C2)cn1 (stereo not drawn)
-12%[86.2 µM]	CCN(CC)C(=O)[C@@H]1CCC[C@@H](NC(=O)c2ccc(OC)cc2)CN(C)C(=O)C1
?	COc1ccc(NC2CCCN(C(=O)CCN3CCCC3=O)C2)cc1OC (stereo not drawn)
12%	COc1ccc(NC(=O)CSc2nc3c(oc4ccccc43)c(=O)n2Cc2ccco2)cc1Cl
10%	CC(NC(=O)NC(C(N)=O)C(N)=O)c1ccccc1C(F)(F)F (stereo not drawn)
-4%	CC(C)Cc1nc(OCC(=O)N2CCCCC2)c(C#N)c2c1CCCC2
?	COc1ccc(-c2nc(C#N)c(N3CCN(C(=O)c4ccccc4OC)CC3)o2)cc1
9%	O=C1CCN(C(=O)COc2ccc(Cl)cc2Cl)c2ccccc2N1
?	Cc1ccc(SCC(=O)OCC(=O)NC(C)c2ccc(Br)cc2)cc1 (stereo not drawn)
-7%	CN(C)c1ccc(C(=O)N2CCc3cn(C)c4cccc(c34)C2)cc1
15%	NS(=O)(=O)c1ccc(N/N=C/c2cccs2)c([N+](=O)[O-])c1
-21%	Cc1ccc(CNc2oc(CC(C)C)nc2C#N)cc1
-12%	COc1cc(OC)c(NC(=O)c2nc3ccccc3nc2N2CCCCC2)cc1Cl
19%	CC(=O)c1c(C)[nH]c(C(=O)OCC(=O)Nc2c(C)cccc2C)c1C
8%	O=C(NC(NC(=O)c1ccccc1)C(Cl)Cl)c1ccccc1
-9%	COc1ccc(S(=O)(=O)N2CCCC(Cn3cnc4cccnc43)C2)cc1OC (stereo not drawn)
-5%	C/C(=N/NC(=S)NCc1ccccc1)c1ccncc1
20%	CCc1ccc(C(C)NC(=O)CC23CC4CC(CC(C4)C2)C3)cc1 (stereo not drawn)
264%[activator]	Cc1cccc(OCC(=O)NCCn2ccn3nc(-c4ccc(C)c(C)c4)cc3c2=O)c1
17%	CC(NC(=O)c1ccc2c(c1)NC(=O)CS2)c1ccc(F)cc1F (stereo not drawn)
?	Cc1cc(C)nc(N/N=C/C2=C(O)CC(c3ccccc3)CC2=O)n1 (stereo not drawn)
7%	CC1(C)C2CCC1(C(=O)Nc1ccccc1)C(=O)C2 (stereo not drawn)
?	Cc1ccccc1CNC(=O)CCc1cn(Cc2ccccc2C)c2ccccc12

(listing goes on)
KDM5B inhibitor	SMILES
-4%	CC(C)(C(=O)NCCc1ccccn1)C1CCOCC1
-12%	CCN(CC)C(=O)Cn1cc(C(=O)C(=O)NCCCN2CCOCC2)c2ccccc21
-22%	Cc1cc(C)cc(NC(=O)C2CCN(S(=O)(=O)c3cccc(-c4noc(C)n4)c3)CC2)c1
-21%	O=C(Nc1cccc(F)c1)N1CC(Oc2ccc(-c3nc(-c4ccccc4)no3)cc2)C1
7%	COC1C(=O)N(C2CCN(C(=O)c3cc(C)nn3C)CC2)C12CCOCC2 (stereo not drawn)
16%	Cc1ccccc1CCC1CCCN(C(=O)c2cccc(O)c2C)C1 (stereo not drawn)
2%	Cc1nn(CCCC(=O)NCc2cccc(Cl)c2)c(=O)c2c1sc1ccccc12
?	CCNC(=O)Cn1nc(C)c2c(C(=O)OC)cc(C3CC3)nc21
-21%	Cc1cccc(C)c1OCC(=O)N(Cc1ccccc1F)C1CCS(=O)(=O)C1 (stereo not drawn)
0%	CC1(C)Cc2cccc(OCc3ccc(C(=O)NCc4ccccc4)cc3)c2O1
?	CCOC(=O)C1CCN(C(c2ccc(SC)cc2)c2c(O)cc(C)n(Cc3ccco3)c2=O)CC1 (stereo not drawn)
?	CCN(CC)C(=O)CN1CCN(C(=O)c2cc(-c3ccc(OC)cc3)nc3ccccc23)CC1
-21%	CCc1cccc(NC(=O)Cn2c(-c3cccc(Cl)c3)nc(C)c(CCO)c2=O)c1
145%[activator]	N#Cc1cccc(NC(=O)Nc2ccc(=O)n3c2[C@@H]2C[C@@H](CN(C(=O)COc4ccccc4)C2)C3)c1
6%	Cc1nn(C(C)C)c(C)c1NC(=O)c1cc2sccc2n1C
1%	COC(=O)C(O)(c1ccc(N(C)C(=O)Nc2cccc(Cl)c2)cc1)C(F)(F)F (stereo not drawn)
-9%	CCc1ccc(Sc2cc(C(=O)O)c3ccccc3n2)cc1
-10%	CCC(=O)Nc1ccc(OCC(=O)N[C@H]2CN(C(C)C)C[C@@H]2OC)cc1
21%	O=C(CCNC(=O)c1ccco1)Nc1ccc(Cl)cc1F
-30%	CCOc1ccc(NC(=O)C(CC)n2nc(C)c3c(C)n(-c4ccccc4)nc3c2=O)cc1 (stereo not drawn)
-21%	CC(=O)N1CCc2cc(S(=O)(=O)NC(Cc3ccccc3)C(=O)NCc3ccc(C)cc3)ccc21 (stereo not drawn)
9%	Cc1ccc(C(=O)NC(Nc2cc(C)ccc2C)C(Cl)(Cl)Cl)cc1 (stereo not drawn)
7%[86.2 µM]	COc1ccc(CN[C@H]2[C@H](O)[C@H](O)C[C@@H]2c2ccc(C(F)(F)F)cc2)cc1
-10%[86.2 µM]	Cc1ccc(CN2Cc3[nH]cnc3C[C@H]2C(=O)N2CCC(Cc3ccccc3)CC2)cc1
-32%	O=C(CN1CCOCC1)N1CCC(c2cc(N3CCCC3)ncn2)CC1

Other records
KDM5B inhibitor	SMILES
-1%	O=C(c1ccc(F)c(F)c1)N1CCN(c2cc(-c3ccc(F)cc3)[nH]n2)CC1
-3%	COc1ccc(C(=O)N2C[C@@H](Oc3cccnc3)C[C@H]2C(N)=O)cc1F
12%	CN(CC(=O)NC1(C)CCS(=O)(=O)C1)Cc1ccc(Cl)cc1Cl (stereo not drawn)
-1%	CCc1ccc(-n2c(=O)c3sc4ccccc4c3n(Cc3cccc(F)c3)c2=O)cc1
3%	Cc1cccn2c(=O)cc(COc3ccc(NC(=O)C(C)Oc4ccccc4)cc3)nc12 (stereo not drawn)
?	O=C(COc1ccc(Cl)cc1)N(Cc1ccco1)Cc1ccco1
47%[activator]	CCOc1ccccc1CNC(=O)c1ncoc1-c1cccs1
?	CC(C(=O)NC1CCN(Cc2ccccc2)CC1)N1Cc2ccccc2C1=O (stereo not drawn)
11%	CCCCCCn1nc(C(=O)OCC(=O)N(C)c2ccccc2)c2ccccc2c1=O
6%	Cc1c(Cl)cccc1-n1ncc(C(=O)NC2CCCCC2)c1C1CCN(C(=O)OC(C)(C)C)CC1
9%	CCC(=O)N1CCC(Cc2noc(-c3ccncc3)n2)C1 (stereo not drawn)
?	Fc1ccc(CN2CCC3(CC(c4cccc(C(F)(F)F)c4)=NO3)C2)cc1 (stereo not drawn)
-18%	CC(COc1cccc(Br)c1)CN1CCC(C(O)(c2ccccc2)c2ccccc2)CC1 (stereo not drawn)
-10%[149 µM]	CC1(C(=O)O)CCN(C(=O)c2ccc3c(c2)OC(F)(F)O3)CC1
-2%	COc1ccc(N2CCN(c3ncnc4c3cnn4C)CC2)cc1
-11%	O=C(NC1CCCCC1)[C@@H]1C[C@@H](O)CN1C1CCN(C(=O)c2ccccc2)CC1
3%	CCN(Cc1ccncc1)C(=O)c1cc(-c2cnc(C)nc2)nc2cc(F)ccc12
-12%	Cc1ccc(-c2onc(C)c2C)cc1S(=O)(=O)NCc1ccc(N(C)C)cc1
-14%	COCCOc1cc(=O)n2c(c1C(=O)NCc1ccccc1)CCOCC2
